Caspase-7 inhib – allosteric or competitive inhibitors of human caspase-7 | recombinant caspase-7, Ac-DEVD-AFC fluorescence rate | Potency, µM (highest dose often 57.5 µM), for the others: at the highest dose activity change, negative = inhibition, usual class: inhibitors | 75,000 tested, 0.02% active | AID 889; active = well fitted inhibition curve with a large enough effect in the main read-out, with a control signal flat, not every such curve was filed as active; inconclusive = small, poorly fitted or top-dose-only effect, or a change in a side signal; also: potency is read from the fitted curve at half-maximal effect; % of control where 0% means no effect
Target sequence (P55210 24-198 limits assumed): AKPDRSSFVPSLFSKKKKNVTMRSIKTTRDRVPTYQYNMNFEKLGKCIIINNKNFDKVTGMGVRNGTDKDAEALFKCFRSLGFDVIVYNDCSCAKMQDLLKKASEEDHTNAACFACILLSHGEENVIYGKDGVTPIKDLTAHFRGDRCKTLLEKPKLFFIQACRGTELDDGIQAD
Target sequence (P55210 207-303 limits assumed): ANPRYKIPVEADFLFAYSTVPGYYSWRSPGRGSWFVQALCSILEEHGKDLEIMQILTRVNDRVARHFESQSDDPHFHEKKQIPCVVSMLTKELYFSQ
USP2a inh – inhibitors of human ubiquitin-specific protease USP2a; Potency, µM (titrated, usually from 38.3 µM), without a hit: top-dose activity change, negative = inhibition, most hits filed as inhibitors; AID 927; USP2a enzymatic assay, qHTS inhibition; 60,000 tested, 0.1% active;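 also: potency is read from the fitted curve at half-maximal effect; nearly all actives have a fitted effect of over 60% in size; plate controls were DMSO for no effect and NEM full inhibition control for full effect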
Target sequence (O75604 whole entry, looked up): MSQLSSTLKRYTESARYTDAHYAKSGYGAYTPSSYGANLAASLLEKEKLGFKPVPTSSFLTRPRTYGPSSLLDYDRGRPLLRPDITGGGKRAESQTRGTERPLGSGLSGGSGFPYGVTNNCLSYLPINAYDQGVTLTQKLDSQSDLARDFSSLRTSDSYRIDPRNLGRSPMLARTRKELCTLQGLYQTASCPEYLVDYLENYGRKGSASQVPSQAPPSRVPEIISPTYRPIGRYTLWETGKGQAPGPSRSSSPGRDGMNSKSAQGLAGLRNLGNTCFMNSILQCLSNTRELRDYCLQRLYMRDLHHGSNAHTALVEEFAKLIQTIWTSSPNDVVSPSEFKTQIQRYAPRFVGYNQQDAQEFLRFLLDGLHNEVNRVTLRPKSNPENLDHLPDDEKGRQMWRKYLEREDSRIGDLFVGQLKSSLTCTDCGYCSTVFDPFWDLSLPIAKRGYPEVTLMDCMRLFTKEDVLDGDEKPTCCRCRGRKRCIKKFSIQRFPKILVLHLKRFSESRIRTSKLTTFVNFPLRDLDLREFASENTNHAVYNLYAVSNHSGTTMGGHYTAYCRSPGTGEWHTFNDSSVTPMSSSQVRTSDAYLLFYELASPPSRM
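Inhibition is measured in a cell-free coupled assay with 20 nM USP2 core, 20 nM Ub-PLA2 and 20 uM NBD C6-HPC, 2.5 h incubation. Activity normalized to NEM control.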
4-MU autofl – compounds fluorescent in 4-MU spectral region; 59,000 tested, 11% active; max dye-equivalent concentration, M; compound autofluorescence, 340/450 nm, 4-MU equivalents; hits give high values; AID 589; in the data active = max dye-equivalent concentration above about 10 nM; inconclusive = mostly about 1.1 nM to 9.6 nM
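Compounds in 100 mM Tris, pH 8.0, sat 15 min at room temperature before fluorescence was read at 340 nm excitation/450 nm emission; a per-plate six-point 4-MU standard curve converted signals to dye-equivalent concentration at each compound concentration.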
A350 fluor – compounds fluorescent in Alexa 350 spectral region; Compound autofluorescence, 340/450 nm, Alexa 350 dye-equivalents; hits give high values; max dye-equivalent concentration, M; 59,000 tested, 11% active; in the data active = max dye-equivalent concentration above about 10 nM; inconclusive = mostly about 1.1 nM to 9.6 nM
BRCT PPI red – disrupts BRCA1 BRCT binding to phosphoprotein, red fluorophore readout. BRCT-phosphopeptide binding, red fluorescence polarization. Potency, µM (titrated, usually from 76.9 µM), inactives show at the top dose activity change, negative = inhibition, most hits filed as inhibitors. 75,000 tested, 0.03% active. P38398; also: % is scaled to controls: 0 for no effect and ±100 for the full control effect
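Fluorescence polarization: 100 nM His-tagged BRCA1 BRCT with 100 nM TAMRA-labelled phospho-BACH1 decapeptide, phosphate buffer pH 7.3 with 150 mM NaCl, DTT, 0.01% Tween 20; 12 min RT. Binding inhibition seen as FP decrease.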
BRCT PPI green – BRCA1 BRCT-phosphoprotein interaction inhibition | P38398 | BRCA1 BRCT-phosphopeptide binding, green fluorescence polarization | Potency, µM (series often up to 76.9 µM), without a hit: top-dose activity change, negative = inhibition, hits mostly inhibitors | 75,000 tested, 0.05% active;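 also: potency is read from the fitted curve at half-maximal effect; plate controls were peptide without protein for full effect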
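Compounds were incubated for 12 min at room temperature with a complex of 100 nM fluorescein-tagged pBACH1 decapeptide and 250 nM His-tagged BRCT protein. Buffer was phosphate pH 7.3 with EDTA, DTT and Tween 20. Disruption of binding lowers the polarization signal.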
Fluorescein autfl – fluorescein region autofluorescence; 59,000 tested, 0.91% active; Compound autofluorescence, 480/540 nm, fluorescein-equivalent; hits give high values; max fluorescein-equivalent concentration, M; in the data active = max fluorescein-equivalent concentration above about 10 nM; inconclusive = between about 1.1 nM and that limit
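Values reflect compound autofluorescence, normalized to fluorescein on the same plate and reported at each tested concentration. Conditions: 100 mM Tris pH 8.0, room temperature, 15 min, excitation 480 nm, emission 540 nm.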
HEK293 cAMP cs – parental HEK293 cAMP activation (counter-screen); AID 938; 73,000 tested, 2.5% active; parental HEK293 CNG cAMP sensor, membrane potential fluorescence; Potency, µM (doses to about 57.1 µM), for the others: at the top dose activation, most hits filed as activators; also: potency is read from the fitted curve at half-maximal effect; % of control where 0% means no effect; nearly all actives have a fitted effect of over 55% in size
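Counterscreen for endogenous-receptor signalling: CNG-channel HEK 293 cells report cAMP rise by membrane depolarization. After 60 min dye equilibration with 100 uM RO 20-1724, compounds incubated 30 min before bottom-read fluorescence at 590 nm.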
UbGFP stabilizer – ubiquitin-GFP accumulation via proteasome inhibition | Ubiquitin-GFP reporter cells, proteasome inhibition, GFP fluorescence; response scale: untreated = 0%, 10 µM MG-132 = 100% | Potency, µM (titrated, usually from 45.9 µM), inactives show top-dose activation (GFP accumulation), hits mostly activators | 67,000 tested, under 10 active; active = well fitted activation curve with a large enough effect, not every such curve was filed as active; inconclusive = small, poorly fitted or top-dose-only effect, or another doubt; inactive = no such curve, though single readings can be large or run the other way; also: potency is read from the fitted curve at half-maximal effect
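U2OS cells expressing ubiquitin(G76V)-GFP, seeded overnight in 0.5% FBS medium, then treated 4 hr at 37 C across 46 uM to 2.9 nM. GFP-positive cells counted by laser cytometry (488 ex/515 em); %activity scaled between basal and 10 uM MG-132.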
Casp1 inh – allosteric or competitive inhibitors of human caspase-1; Potency, µM (titrated, usually from 57.5 µM), inactives show at the highest dose activity change, negative = inhibition, most hits filed as inhibitors; Caspase-1 enzyme, Ac-WEHD-AFC fluorogenic rate; AID 900; P29466; 75,000 tested, 0.03% active;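 also: potency is read from the fitted curve at half-maximal effect; plate controls were vehicle for no effect and no substrate for full effect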
GFP derepression – epigenetic modulators derepressing GFP locus in mouse cells | mouse C127i GFP locus derepression, cytometry, 30 h | Potency, µM (series often up to 46.1 µM), without a hit: at the top dose GFP derepression (activation) | 68,000 tested, 0.09% active; also: % of control where 0% means no effect
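Murine C127i mammary cells carrying a silenced, stably integrated CMV-driven GFP reporter were treated with compound for 30 hours at 37 C. After PBS washes, GFP-positive cells were counted by laser-scanning microplate cytometry.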
* hit, by the source's call; i = inactive; ? = inconclusive; · = no result given; [ ] = dose if it differs, or a comment. Unless noted, calls follow the shape of the dose curve; as a rule, active = well fitted curve in the direction sought with a large enough effect; inconclusive = small, poorly fitted or top-dose-only effect, or another doubt; inactive = no such curve, though single readings can be large; an effect the other way counts as inactive or inconclusive. These rows are one share of the data; the hit share may differ from the screen's.

Start of the data: the first 4 entries (preview)
SMILES	Caspase-7 inhib	USP2a inh	4-MU autofl	A350 fluor	BRCT PPI red	BRCT PPI green	Fluorescein autfl	HEK293 cAMP cs	UbGFP stabilizer	Casp1 inh	GFP derepression
O=C(O)c1cccc(Cn2cccn2)c1	1%	-5%	i	i	-1.1%	-4.4%	i	4%	3%	1%	0%
COc1ccc(S(=O)(=O)N2CCc3ccccc32)cc1C(=O)OCc1c(C)noc1C	-3%	8%	i	i	-0.7%	-1.4%	?	29%	0%	-2%	0%
CC(C)CCN1CCc2nc(COc3ccccc3)c3c(c2C1)COC(C)C3 (stereo not drawn)	-1%[11.5 µM]	·	·	·	-0.5%[15.4 µM]	-0.8%[15.4 µM]	·	17%[11.4 µM]	·	-3%[11.5 µM]	·
Cc1ccccc1NC(=O)CSCCO	0%	-8%	i	i	-1.2%	1.0%	i	2%	0%	-1%	0%

All compounds of this part, repeating the preview:
SMILES	Caspase-7 inhib	USP2a inh	4-MU autofl	A350 fluor	BRCT PPI red	BRCT PPI green	Fluorescein autfl	HEK293 cAMP cs	UbGFP stabilizer	Casp1 inh	GFP derepression
O=C(O)c1cccc(Cn2cccn2)c1	1%	-5%	i	i	-1.1%	-4.4%	i	4%	3%	1%	0%
COc1ccc(S(=O)(=O)N2CCc3ccccc32)cc1C(=O)OCc1c(C)noc1C	-3%	8%	i	i	-0.7%	-1.4%	?	29%	0%	-2%	0%
CC(C)CCN1CCc2nc(COc3ccccc3)c3c(c2C1)COC(C)C3 (stereo not drawn)	-1%[11.5 µM]	·	·	·	-0.5%[15.4 µM]	-0.8%[15.4 µM]	·	17%[11.4 µM]	·	-3%[11.5 µM]	·
Cc1ccccc1NC(=O)CSCCO	0%	-8%	i	i	-1.2%	1.0%	i	2%	0%	-1%	0%
COC(=O)c1cccc(NC(=O)Cn2cnc3c2c(=O)n(C)c(=O)n3C)c1	-1%	-4%	i	i	0.8%	1.8%	i	-8%	-7%	1%	-3%
O=C(CCc1nc(-c2ccccc2F)no1)NC1CCCCC1	1%	1%	i	?	-2.6%	-1.1%	?	11%	-4%	-1%	0%
CCn1c(CSc2nc3ccccc3s2)nc2ccccc21	-30%	7%[7.66 µM]	·	·	-0.8%	3.1%	·	4µM*	-9%[9.17 µM]	?	0%
COc1cc(OC)c2c(=O)c(-c3ccccc3)coc2c1	0%	-24%	·	·	-0.2%	2.0%	·	·	·	-14%	·
O=C(Nn1cnnc1)C(Sc1ccccc1)c1ccccc1 (stereo not drawn)	1%	-1%	i	i	-0.9%	0.0%	?	12%	·	-1%	-2%
COc1ccccc1CN1CC[C@@]2(CCCN(C(=O)c3ccco3)C2)C1	1%	4%	i	i	-0.4%	-2.0%	i	?	-6%	-2%	2%[9.22 µM]
O=C(c1ccc(Cl)cc1Cl)C1(n2cncn2)Oc2ccccc2C1O (stereo not drawn)	-2%	44%[activator]	i	i	-0.7%	2.1%	i	10%	7%	-1%	0%
CCCCCCSc1nsc(NC(C)=O)n1	-2%	-5%	i	i	-0.2%	-4.9%	i	18%	-3%	-1%	0%
CCOc1ccccc1N/C=C/C(=O)C(C)(C)C	-3%	-3%	?	?	-0.5%	-1.0%	i	11%	0%	0%	3%
COC(=O)c1ccc(CN2C(=O)NC3(CCCc4ccccc43)C2=O)o1 (stereo not drawn)	0%	-3%	i	i	0.8%	-1.4%	?	16%	-2%	-2%	0%
COC(=O)C1(C)Nc2ccccc2C(=O)N1c1ccccc1C (stereo not drawn)	-3%	·	·	·	2.6%	-1.9%	·	6%	7%	0%	2%
COc1ccc(S(=O)(=O)N2Cc3ccccc3CC2C(=O)O)cc1OC (stereo not drawn)	-1%	·	·	·	0.3%	-0.7%	·	10%	16%	-12%	-2%
N#CN=C(N)c1ccccc1	-1%	1%	i	i	0.4%	0.4%	i	2%	2%	0%	-4%
Cn1c(CCC(=O)Nc2ccc(N3CCOCC3)cc2)nc(=O)c2ccccc21	-1%	15%	i	i	-0.5%	-0.8%	i	-1%	1%	3%	3%
Cc1ncoc1C(=O)Nc1ccc(Oc2ccccc2)cc1	-2%	19%	i	i	-0.7%	1.5%	i	25%	7%	-2%	-2%
Cc1cc(OCC(=O)NCCN2CCOCC2)ccc1Br	-10%	2%	i	i	-2.1%	20%	2.3e-08M*	3%	1%	-9%	?
CCCN1C(=O)c2ccc(C(=O)Nc3cc(C)on3)cc2C1=O	0%	1%	i	i	-0.9%	1.8%	?	1%	4%	2%	0%
CCc1nnc(NC(=O)c2c(O)c3cccc4c3n(c2=O)CC4)s1	0%	-4%	i	i	1.1%	-0.9%	?	4%	4%	2%	0%
COc1cc(OC)c(S(=O)(=O)NCc2ccco2)cc1S(=O)(=O)NCc1ccco1	1%	2%	i	i	0.0%	-2.2%	i	9%	1%	3%	9%
O=C(Nc1ccccc1)Nc1cccc2cccnc12	-1%	2%	i	i	-1.3%	-0.7%	?	-3%	-5%	-1%	-1%
CC1(c2ccccc2Cl)NC(=O)N(CC(=O)NC(=O)NCc2ccco2)C1=O (stereo not drawn)	6%	10%	i	i	0.6%	-1.0%	?	-5%	-2%	0%	0%
The listing continues.
SMILES	Caspase-7 inhib	USP2a inh	4-MU autofl	A350 fluor	BRCT PPI red	BRCT PPI green	Fluorescein autfl	HEK293 cAMP cs	UbGFP stabilizer	Casp1 inh	GFP derepression
CCC(=O)N1CCN(c2ccc(Cl)cc2NC(=O)c2ccc(Br)o2)CC1	-2%	-5%	1.6e-07M*	1.8e-07M*	-1.0%	6.2%	?	0%	9%	-1%	3%
CCCCC(=O)Nc1ccc(C(N)=O)cc1	1%	-8%	i	i	0.5%	-0.7%	i	7%	-3%	1%	11%
Cc1ccc(C2(C)NC(=O)N(CC(=O)NC(=O)NCCC(C)C)C2=O)cc1 (stereo not drawn)	-2%	22%	i	i	-0.9%	-1.1%	i	-1%	5%	3%	1%
CCN(Cc1ccncc1)C(=O)[C@@H](CO)c1ccccc1	3%	-1%	i	i	-0.6%	-2.0%	?	2%	0%	·	-1%
CCCCCOC(=O)Nc1ccc(S(=O)(=O)Nn2cnnc2)cc1	0%	-6%	·	·	-1.6%	0.6%	·	-3%	-16%	-1%	1%
Cn1c(=O)c2[nH]c(N3CCOCC3)nc2n(-c2ccccc2)c1=O	-4%	-5%	?	?	0.7%	-3.5%	i	2%	-3%	-2%	-2%
COc1ccc(CC(=O)Nc2c3c(nn2-c2ccccc2C)CS(=O)C3)cc1 (stereo not drawn)	0%	9%	i	i	-0.4%	0.9%	i	5%	-4%	-2%	6%
Nc1nc2ccccc2n1CCOc1ccccc1Cl	-3%	·	·	·	-0.6%	1.5%	·	8%	·	3%	·
O=C(c1cccc(F)c1)N1CCC[C@@]2(CCN(c3cccc(-c4ccccc4)c3)C2)C1	-3%	107%[activator]	i	i	0.4%	0.9%	?	12%	-8%	-2%	-2%[9.22 µM]
NC(=O)c1ccccc1N/C=C/C(=O)c1ccco1	-27%	-3%	3.2e-08M*	3.5e-08M*	-0.9%	0.8%	?	3%	1%	?	0%
Cc1cccc2cc(C(c3nnnn3CC3CCCO3)N3CCOCC3)c(=O)[nH]c12 (stereo not drawn)	1%	·	1.4e-08M*	1.4e-08M*	-1.5%	-1.6%	i	2%	-3%	0%	0%
Cc1ccc(OCc2nnc(SCC(=O)CC(=O)Nc3ccccc3)o2)cc1	-5%	94%[activator]	i	i	-0.5%	1.2%	i	2%	-5%	-6%	-2%
CCOC(=O)CC(=O)CSc1nc2c(c(C)c1C#N)CCC2	-4%	-1%	?	1.4e-08M*	-0.2%	7.4%	?	16%	-3%	-9%	4%
CC(C)C(C(=O)NCC1CCCO1)N(Cc1ccco1)C(=O)CNS(=O)(=O)c1ccccc1 (stereo not drawn)	2%	2%	i	i	0.0%	-2.0%	i	11%	-1%	0%	-2%
C=CCSc1nc(N)c(C#N)c(-c2ccccc2)c1C#N	-3%	0%	·	·	4.5%	0.1%	·	16%	-6%	-3%	2%
O=C(CSc1nnc2scc(-c3ccc(Cl)cc3)n12)NCc1ccco1	1%	-15%	i	i	-0.9%	0.4%	?	21%	13%	-1%	0%
Cn1c(=O)c(-c2ccc(F)c(F)c2)nc2cncnc21	-12%	125%[activator]	?	?	-0.3%	6.5%	i	23%	-6%	-7%	5%[9.22 µM]
Cc1cc(C)n(C(=O)c2ccc(NC(=O)C3COc4ccccc4O3)cc2)n1 (stereo not drawn)	-1%	23%	i	i	-0.7%	-1.2%	?	2%	2%	-2%	0%
CC1CCc2nn(CC(=O)NCc3ccc(F)cc3)cc2C1 (stereo not drawn)	-1%	·	·	·	-0.4%	-0.7%	·	-1%	12%	2%	-5%
COC(=O)NC(CC(C)=O)c1cccc(F)c1 (stereo not drawn)	-1%[11.5 µM]	·	·	·	-1.4%[15.4 µM]	-1.3%[15.4 µM]	·	1%[11.4 µM]	·	0%[11.5 µM]	·
O=C(CN(C(=O)CNS(=O)(=O)c1ccccc1)c1ccc2c(c1)OCCO2)NCc1ccco1	0%	9%	i	i	-1.7%	-0.6%	i	6%	3%	1%	-1%
Cc1cc(NC(=O)CCC(=O)N(c2ccc(F)cc2)C2(C(=O)NC3CCCCC3)CCCC2)no1	-4%	24%	i	i	0.2%	-1.1%	i	14%	9%	2%	1%

High-throughput results deposited in PubChem by National Center for Advancing Translational Sciences (NCATS).
